Chronic BCR inh: chronic active BCR signaling inhibition. Potency, µM (titrated, usually from 46.1 µM), inactives show at the highest dose ratio change, negative = lower green/red ratio, usual class: inhibitors. 340,000 tested, 0.05% active. ABC-DLBCL IkBa-CBG/CBR reporter, luminescence ratio, 4 h; active means well fitted inhibition curve with a large enough effect in the signal ratio, with a control signal flat, not every such curve was filed as active; inconclusive means small, poorly fitted or top-dose-only effect, or effect the other way, or a change in a side signal; the % refers to the signal ratio;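 further: potency means the concentration at half of the fitted maximal effect; plate controls were basal doxycycline-induced cells for no effect and cells given 10 µM MG132 for full effect; MG132 reads +100%, hits lower the ratio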
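Doxycycline induced both beetle luciferases in TMD8 lymphoma cells; IKK-driven degradation limits the IkappaBalpha-fused green signal, while red luminescence normalises for cell number and nonspecific effects. Compounds tested up to 46 uM, 4 hrs.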
TCR activator: T cell receptor activation; primary human leukocytes, anti-CD3, IL-2 HTRF, 48 h; Potency, µM (doses to about 9.22 µM), inactives show top-dose activation of IL-2 secretion, usual class: activators; 330,000 tested, under 10 active; AID 504894; further: % of control where 0% means no effect
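Compounds are tested in HTS on primary human leukocytes co-incubated with a-CD3 beads for 48 hr. IL-2 output is measured by time-resolved FRET.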
Giardia killer: kills Giardia lamblia; Giardia lamblia trophozoite viability; activity change, % at 7.66 µM, hits read low; 340,000 tested, 0.15% active; AID 540267; in the data active means activity change below about -80%; inconclusive means between about -30% and that limit;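 further: parasites exposed to compound for two days anaerobically before the ATP read; on the % scale 0 is the no-effect control and ±100 the full control effect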
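Trophozoites 100 cells/well + cpd; 48 hrs, 37 deg C, anaerobic. ATPLite 1-Step added, 15-30 min RT, luminescence read (ATP-based viability).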
TSHR antagonist: human thyrotropin receptor antagonism | activity change, negative = inhibition, % at 11.5 µM | AID 504810 | 330,000 tested, 0.2% active | P16473 | TSHR-expressing cells, TSH-stimulated cAMP HTRF, 2 h; active compounds read low;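 active means activity change below a set negative limit, meaning inhibition stronger than a set level, cut at about -70% in these data; inconclusive means activity change between two set negative limits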; further: on the % scale 0 is the no-effect control and ±100 the full control effect
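Antagonism was scored as loss of TSH-driven cAMP in TSHR cells, stimulated with 4nM TSH (EC80) for 2 hours at 37 deg C and detected by homogeneous HTRF competition immunoassay.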
CXXC DNA block: MLL CXXC-DNA interaction inhibition; 290,000 tested, 0.037% active; AID 2662; Q03164; Potency, µM (doses to about 115 µM), without a hit: at the highest dose activity change, negative = inhibition, usual class: inhibitors; MLL-CXXC / FITC-HOXA9 DNA fluorescence polarization; active means well fitted inhibition curve with a large enough effect in the polarisation, with a control signal flat, not every such curve was filed as active; inconclusive means small, poorly fitted or top-dose-only effect, or effect the other way, or a change in a side signal; inactive means no such curve, though single readings can be large or run the other way; the % refers to the polarisation; further: potency means the concentration at half of the fitted maximal effect
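Purified MLL-CXXC (added from a 7 uM solution) was preincubated 5 min at ambient with pinned compounds in 50 mM Tris-HCl pH 7.5, 50 mM NaCl, 1 mM DTT, 0.05% BSA. Fluorescein-labeled HOX-A9 DNA (50 nM solution) followed, 30 min, then polarization read.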
GALK inhibitor: inhibitors of human galactokinase | 270,000 tested, 0.007% active | Potency, µM (series often up to 57.5 µM), for the others: top-dose activity change, negative = inhibition, hits mostly inhibitors | P51570 | Purified GALK, Kinase-Glo residual ATP luminescence; further: potency means the concentration at half of the fitted maximal effect; on the % scale 0 is the no-effect control and ±100 the full control effect
Target sequence (P51570 whole entry, looked up): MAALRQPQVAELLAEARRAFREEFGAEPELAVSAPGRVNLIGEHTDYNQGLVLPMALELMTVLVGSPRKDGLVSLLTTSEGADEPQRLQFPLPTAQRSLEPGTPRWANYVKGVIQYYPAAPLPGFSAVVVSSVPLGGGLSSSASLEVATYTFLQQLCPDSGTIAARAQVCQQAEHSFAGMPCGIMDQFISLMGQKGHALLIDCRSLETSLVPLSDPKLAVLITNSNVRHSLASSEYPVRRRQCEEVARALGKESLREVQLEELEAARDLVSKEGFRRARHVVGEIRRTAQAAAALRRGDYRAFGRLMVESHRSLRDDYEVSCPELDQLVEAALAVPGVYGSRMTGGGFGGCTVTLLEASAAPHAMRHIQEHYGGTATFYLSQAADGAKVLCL
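The enzyme phosphorylates galactose (100 uM) using ATP (35 uM); inhibition is detected as higher residual ATP, quantified by bioluminescence after 1 h reaction at room temperature, pH 8.0.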
AT treatment: candidate therapy for ataxia-telangiectasia; […] A-T fibroblasts, KAP-1 phosphorylation AlphaLISA; neocarzinostatin DNA damage 30 min before lysis; Potency, µM (series often up to 57.5 µM), for inactives: at the highest dose activation, actives largely listed as activators; 320,000 tested, 0.19% active; AID 485349; further: potency means the concentration at half of the fitted maximal effect; % of control where 0% means no effect; nearly all actives have a fitted effect of over 45% in size
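ATM-like activity read as KAP-1 phosphorylation via AlphaLISA donor/acceptor antibody pairs after lysis and 6 hr at 25C. Cells were ATM-null patient fibroblasts ([…], hTERT), dosed 60 min, then exposed to the DSB inducer NCS for 30 min.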
FBPA coupling cs: inhibits coupling enzyme system, counter-screen for aldolase hits; coupling enzyme system counterscreen, AmpLite Red fluorescence; activity change, negative = inhibition, % at 58.2 µM, hits read low; 290,000 tested, 0.67% active; AID 2472; in the data active means activity change below about -30%; further: on the % scale 0 is the no-effect control and ±100 the full control effect
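Final compound at 57.5 uM, incubated 10 min at RT with coupling enzyme reagent (glyceraldehyde-3-phosphate), then 20 min with substrate and AmpLite Red detection. Fluorescence read at 525/598 nm; tests interference with the coupling assay, not aldolase inhibition.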
KCNH2 WT inh: inhibitors of human wildtype KCNH2 potassium channel; U2OS, BacMam KCNH2, thallium flux FluxOr; active compounds read low; activity change, % at 1.84 µM; 340,000 tested, 0.37% active;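 active means maximum activity change below -70%; inconclusive means maximum activity change between -70% and -50%; inactive means maximum activity change above -50%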; further: on the % scale 0 is the no-effect control and ±100 the full control effect
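U2OS cells transduced with wild-type KCNH2 virus are loaded with FluxOr dye for 45 min, and thallium flux is measured in kinetic reads before and after stimulation buffer. Rate constants are normalized to DMSO controls.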
Tb PFK block: inhibitors of T. brucei phosphofructokinase; T. brucei PFK, ADP-Glo luminescence; O15648; 330,000 tested, 0.17% active; Potency, µM (top dose mostly 57.5 µM), for the others: at the top dose activity, negative = inhibition, most hits filed as inhibitors;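 further: potency means the concentration at half of the fitted maximal effect; 0% = uninhibited 1x PFK enzyme wells and -100% = no-enzyme wells; nearly all actives have a fitted effect of over 60% in size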
Target sequence (O15648 whole entry, looked up): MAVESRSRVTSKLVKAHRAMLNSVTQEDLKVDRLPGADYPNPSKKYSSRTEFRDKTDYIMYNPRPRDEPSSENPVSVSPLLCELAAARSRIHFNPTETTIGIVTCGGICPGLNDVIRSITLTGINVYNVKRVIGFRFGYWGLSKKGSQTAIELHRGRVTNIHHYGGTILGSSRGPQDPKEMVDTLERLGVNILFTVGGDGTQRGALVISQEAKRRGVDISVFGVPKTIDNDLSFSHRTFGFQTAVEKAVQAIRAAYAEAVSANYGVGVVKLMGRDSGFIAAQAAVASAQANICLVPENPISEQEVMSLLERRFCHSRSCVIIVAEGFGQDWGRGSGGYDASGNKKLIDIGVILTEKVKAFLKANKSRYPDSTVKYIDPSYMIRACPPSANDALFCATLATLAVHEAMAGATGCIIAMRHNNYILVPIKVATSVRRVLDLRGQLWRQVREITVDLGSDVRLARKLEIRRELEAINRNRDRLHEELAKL
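Compounds were pin-transferred as a titration series up to 57 uM into substrate buffer (0.5 mM F6P, 0.1 mM ATP, pH 8.0), then 1.25 nM PFK was added and reactions ran 45 min before ADP-Glo detection.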
* hit, by the source's call; ? = inconclusive; nt = no result given; [ ] = another dose, or the depositor's remark. Unless noted, the call rests on the fitted dose curve; in most records, active means well fitted curve in the direction sought with a large enough effect; inconclusive means small, poorly fitted or top-dose-only effect, or another doubt; inactive means no such curve, though single readings can be large; an effect the other way counts as inactive or inconclusive.

SMILES	Chronic BCR inh	TCR activator	Giardia killer	TSHR antagonist	CXXC DNA block	GALK inhibitor	AT treatment	FBPA coupling cs	KCNH2 WT inh	Tb PFK block
COc1ccc([N+](=O)[O-])cc1Nc1c2ccccc2nc2ccccc12	?	3%	17	-14	?	7%	1%	-1	10	1%
CCc1ccc(-c2cc(C)no2)cc1S(=O)(=O)N1CCN(c2ccc(C(C)=O)cc2)CC1	10%	-7%	-13	-27	2%	-3%	10%	nt	33	-1%
O=C(CCS(=O)(=O)Cc1ccccc1F)NCCCN1CCCCC1	-2%	-3%	23	21	2%	-1%	-1%	5	10	-9%
Cc1cc(C)n2nc(-c3ccccc3)c(-c3ccccc3)c2n1	-2%	4%	0	1	17%	-4%	15%	-1	2	1%
O=C(NCCn1ccc2ccccc21)c1cccc([N+](=O)[O-])c1	-1%	1%	3	-5	-4%	0%	-3%	0	-15	-2%
Cc1cc(N2C(=O)C=CC2=O)c([N+](=O)[O-])cc1C	?	0%[46.1 µM]	?	-14	13%	0%	-5%	7	-7	nt
Fc1ccc(CSc2ccc3nnc(-c4cccnc4)n3n2)cc1	-10%	0%	-11	1	0%	7%	-2%	8	2	-2%
Cc1cc(C)n2nc(SCC(=O)c3c(N)n(CC(C)C)c(=O)n(C)c3=O)nc2n1	6%	6%	-24	2	9%	1%	6%	1	-1	3%
Cc1cnc(NC(=O)CSc2nnc(C)s2)s1	?	0%	-16	4	2%	4%	nt	-5	-2	1%
Cc1cc(NC(=O)c2cc3ccccc3o2)ccc1NC(=O)c1ccccc1	6%	-1%	-17	5	24%	-7%	3%	-5	22	0%
Cc1ccc(SCc2cc(=O)[nH]c(/N=C(\N)Nc3cccc4ccccc34)n2)cc1	0%	-2%[46.1 µM]	-12	-2	15%	0%	-3%	0	-5	0%
CCOC(=O)c1c(SC)[nH]c2c(Cl)cccc2c1=O	-1%	-13%	-23	7	-8%	-1%	0%	2	0	-4%
Cc1ccccc1C(=O)Nc1ccc2c(c1)C(=O)NC2=O	?	-5%	4	46	17%	nt	9%	3	-9	?
O=C(c1ccc([N+](=O)[O-])c(CS(=O)(=O)c2ccc(Cl)cc2)c1)N1CCCCC1	5%	-3%	-11	-6	12%	7%	-2%	0	2	-4%
O=C(/C=C/c1cccc(O)c1)c1cccnc1	?	4%	2	3	13%	0%	-2%	0	8	-1%
CC(=O)C(CC(=O)N1CCCC1)C(=O)Nc1ccc(Cl)cc1 (stereo not drawn)	2%	nt	?	-7	nt	nt	5%	nt	-4	-1%
C=CCc1cccc(/C=N/c2ncn[nH]2)c1O	?	-4%	-2	-7	8%	0%	-1%	1	2	-5%
C=CCNC(=O)CC1Nc2c3ccccc3nc(=S)n2C1=O (stereo not drawn)	3%	nt	-5	-6	1%	0%	-1%	-1	-2	0%
Cc1ccc(S(=O)(=O)NC(=O)N(C)C2CCCCC2)cc1	-1%	8%	-16	-10	2%	-1%	5%	0	3	1%
CCOc1ccc(NC(=O)CSc2ncc(-c3ccc(F)cc3)n2Cc2ccco2)cc1	?	10%	1	22	2%	-2%	-6%	2	-3	-6%
CCOc1ccc(NC(=O)Nc2ccc3c(c2)N(C)C(=O)CS3)cc1	8%	1%	-5	-38	2%	0%	40%	-3	-10	-4%
CCOC(=O)C1ON2CCCCC2C1(O)C(F)(F)F (stereo not drawn)	-1%	-2%	-21	6	11%	10%	0%	4	-19	-2%
CC(=O)Nc1cccc2c1C(=O)N(c1cccc(C)c1)C2=O	-6%	0%[46.1 µM]	1	2	-5%	-3%	nt	0	5	-1%
C=CCNC(=O)c1ccc(N(Cc2ccc(Cl)cc2)S(C)(=O)=O)cc1	-2%	-5%	-9	-8	2%	-6%	3%	6	0	2%
C=CCNC(C(=O)Nc1cccc(OC)c1)c1ccccc1 (stereo not drawn)	-20%	-4%	-2	11	-9%	9%	7%	-1	4	-4%
Next section:
SMILES	Chronic BCR inh	TCR activator	Giardia killer	TSHR antagonist	CXXC DNA block	GALK inhibitor	AT treatment	FBPA coupling cs	KCNH2 WT inh	Tb PFK block
O=C(NN1C(=O)C2C3C=CC(C4CC34)C2C1=O)c1cccc(Br)c1 (stereo not drawn)	11%	-1%	-28	0	2%	9%	3%	3	-1	5%
O=C(NCCCN1CCOCC1)C1CCN(S(=O)(=O)c2cccc(C(F)(F)F)c2)CC1	0%	1%	2	8	nt	nt	-4%	nt	3	4%
CCOC(=O)c1ccc(N2C=C(C(=O)OC)C(c3ccc(OC)c(O)c3)C(C(=O)OC)=C2)cc1	2%	0%	6	-6	?	-2%	2%	-9	-6	1%
O=C(O)c1ccccc1C(c1ccc(O)cc1)c1ccc(O)cc1	1%	4%	-13	1	?	5%	-10%	9	3	-11%
Cc1onc(-c2c(F)cccc2Cl)c1C(=O)NC(=S)NCc1cccnc1	-5%	0%[46.1 µM]	-19	-11	1%	-3%	3%	0	-17	1%
CC(=O)c1sc(NC(=O)c2cc(-c3ccccc3)nn2-c2ccccc2)nc1C	-6%	0%[46.1 µM]	-7	-49	2%	1%	-7%	2	-13	2%
CC(=O)Nc1ccc2c(c1)nc(CN1CCCC1)n2C	-13%	nt	6	7	8%	1%	23%	-5	-8	-4%
COc1ccc(OC)c(CN(CCN2CCOCC2)C(=O)Nc2cccc(Cl)c2)c1	0%	1%[46.1 µM]	7	1	-3%	0%	2%	1	-1	-3%
COC(=O)c1cncc(O)c1	?	-1%	-12	11	0%	-4%	5%	1	-1	10%
COC(=O)c1ccc(COc2ccc(/C=N/O)cc2)o1	0%	-1%	-26	90	-12%	0%	4%	-9	13	1%
COC(=O)CNC(=O)C(NC(=O)OCc1ccccc1)C(C)C (stereo not drawn)	10%	-7%	-10	5	1%	9%	-3%	3	0	-8%
O=C(NCc1ccccc1)c1onc(CSc2nc3ccccc3[nH]2)c1C(=O)NCc1ccccc1	?	-1%	1	1	1%	nt	4%	-3	-3	0%
CCOC(=O)CCn1nnc(N)n1	?	3%	4	0	-10%	0%	3%	-4	-9	-8%
Cc1ccc(S(=O)(=O)N/N=C\c2cc3c(cc2Br)OCO3)cc1	-2%	-7%[46.1 µM]	0	-11	-1%	0%	-5%	-1	-4	-1%
COc1ccc(CC(=O)NC(C)c2nnc(SCC(=O)Nc3cc(C)ccc3OC)n2C)cc1 (stereo not drawn)	-1%	-4%	7	6	3%	1%	0%	-1	-2	-3%
CC(C(O)C12CC3CC(CC(C3)C1)C2)N1CCCCC1 (stereo not drawn)	4%	-4%	-7	2	13%	-2%	0%	3	-5	2%
CCn1c(CSc2nc3ccccc3s2)nnc1SCC(=O)c1ccc(O)cc1O	-15%	nt	1	0	28%	-4%	3%	4	3	-1%
CCOCC(=O)Nc1ccc([N+](=O)[O-])cc1Cl	-3%	0%	-12	5	3%	-1%	1%	4	20	0%
CCSc1nnc(CSc2ncccn2)n1C	?	-4%	5	5	6%	13%	-4%	0	7	-9%
CCOC(=O)c1ccc(NC(=S)N2CCCC(C(=O)OCC)C2)cc1 (stereo not drawn)	?	-3%	3	-4	10%	3%	4%	0	0	-4%
COc1cccc(CC(=O)OCC(=O)NCc2ccc3c(c2)OCO3)c1	-10%	6%	12	-4	nt	nt	-4%	nt	5	-2%
CN(CCOc1ccccc1)CC(O)COCc1ccccc1F (stereo not drawn)	0%	6%	16	0	-1%	nt	-3%	2	15	2%
CCOC(=O)N1CCN(C(=O)c2ccc(CS(=O)(=O)c3ccccc3OC)o2)CC1	0%	-2%	13	2	-13%	2%	1%	-1	-30	-2%
S=C(NC1CCCCC1)NN1CCOCC1	2%	-3%	13	-1	16%	-1%	4%	-3	5	6%
CCn1c(/C=C/Nc2ccccc2)[n+](CC)c2cc(Cl)c(Cl)cc21	-2%	0%[46.1 µM]	-4	2	15%	2%	2%	1	-132*	-1%
CC(OC(=O)Cc1n[nH]c(=O)c2ccccc12)C(=O)Nc1cccc([N+](=O)[O-])c1 (stereo not drawn)	-2%	10%	-13	22	4%	10%	-1%	0	8	-13%
Cc1cc2c(cc1S(N)(=O)=O)S(=O)(=O)CCC2	-3%	0%	6	10	3%[51.4 µM]	nt	10%	-1	-3	-1%
O=C(CN1CCOCC1)Nc1ccc(S(=O)(=O)N2CCCCCC2)cc1	1%	-11%	18	27	-5%	4%	8%	0	-16	0%

Looked up above.
Chronic BCR inh, O=C(c1ccc([N+](=O)[O-])c(CS(=O)(=O)c2ccc(Cl)cc2)c1)N1CCCCC1 reads 5%
FBPA coupling cs, CC(C(O)C12CC3CC(CC(C3)C1)C2)N1CCCCC1 (stereo not drawn) reads 3

Rewritten in CSV form: 2 of the compounds above
Molecule,Chronic BCR inh,TCR activator,Giardia killer,TSHR antagonist,CXXC DNA block,GALK inhibitor,AT treatment,FBPA coupling cs,KCNH2 WT inh,Tb PFK block
CN(CCOc1ccccc1)CC(O)COCc1ccccc1F (stereo not drawn),0%,6%,16,0,-1%,nt,-3%,2,15,2%
CCOC(=O)N1CCN(C(=O)c2ccc(CS(=O)(=O)c3ccccc3OC)o2)CC1,0%,-2%,13,2,-13%,2%,1%,-1,-30,-2%

Source: PubChem (National Center for Advancing Translational Sciences (NCATS))

This is a random part of the collection. Share with any hit: about 1.6%.
